# Compound activity (PubChem)
# PAFAH2 inh – PAFAH2 (human) inhibition. Q99487. recombinant PAFAH2, FP-rhodamine activity probe, fluorescence polarization. inhibition, % at 3.39 µM. 340,000 compounds, 0.99% hits. AID 492956;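 active = inhibition above the mean over all tested compounds plus 3 SD, cut at about 30% in these data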;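 also: inhibitors block probe labeling of enzyme so polarization drops; 0% = enzyme with DMSO and 100% = wells lacking PAFAH2 protein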
# PAFAH1B2 inh – inhibitors of human PAFAH1B2; recombinant PAFAH1B2, FP-rhodamine activity probe, fluorescence polarization; inhibition, % at 3.39 µM; 340,000 compounds, 1.2% hits; AID 492953;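 active = inhibition above the mean of all tested compounds plus 3 SD, cut at about 24% in these data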;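 also: 0% = enzyme with DMSO and 100% = wells lacking PAFAH1B2; many of its hits are not listed in these tables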
# Target sequence (P68402 whole entry, looked up): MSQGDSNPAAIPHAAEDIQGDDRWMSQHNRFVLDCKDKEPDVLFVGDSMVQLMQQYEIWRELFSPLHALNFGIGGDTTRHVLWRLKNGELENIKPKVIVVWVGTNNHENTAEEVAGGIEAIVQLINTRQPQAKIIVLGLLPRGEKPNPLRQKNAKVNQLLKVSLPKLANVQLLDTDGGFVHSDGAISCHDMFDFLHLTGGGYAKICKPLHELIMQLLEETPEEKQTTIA
# PAFAH1B3 inh – blocks human PAF acetylhydrolase 1B catalytic subunit 3 | inhibition, % at 3.39 µM | 340,000 compounds, 0.28% hits | recombinant PAFAH1B3, FP-rhodamine probe, fluorescence polarization | AID 492972;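 active = inhibition above the screen-wide average of all tested compounds plus 3 SD, cut at about 25% in these data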;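 also: 0% = enzyme with DMSO only and 100% = wells lacking PAFAH1B3 protein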
# Target sequence (Q15102 whole entry, looked up): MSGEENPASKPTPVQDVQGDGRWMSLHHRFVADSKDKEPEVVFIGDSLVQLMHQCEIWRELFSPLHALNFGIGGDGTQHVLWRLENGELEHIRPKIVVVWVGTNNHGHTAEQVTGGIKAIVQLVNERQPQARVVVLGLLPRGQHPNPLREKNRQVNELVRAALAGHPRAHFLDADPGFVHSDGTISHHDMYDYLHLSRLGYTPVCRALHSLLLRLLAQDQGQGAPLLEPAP
# * = called active by the depositor.
No.	Compound	PAFAH1B2 inh	PAFAH1B3 inh	PAFAH2 inh
1	O=C1[C@H](Cc2ccccc2)NCC=CC[C@@H](c2ccc(Cl)cc2)N1Cc1ccccc1	3	1	1
2	CCOC(=O)C1(Cc2cccc(Cl)c2)CCCN(C(=O)CCNC(C)=O)C1 (configuration not stated)	0	11	-4
3	Cc1cc(C=O)c(C)c2c1[nH]c1ccccc12	7	5	1
4	O=C(O)c1ccc(-n2nc(C(F)(F)F)cc2-c2cccs2)cc1	15	7	7
5	O=S(=O)(Nc1ccc2c(c1)OCCO2)c1cccc(F)c1	9	4	3
6	CCC1CN(C(=O)NCc2ccc(C)cc2)c2ccccc2O1 (configuration not stated)	4	4	4
7	CN(CCc1ccccc1)C(=O)c1ccc(NC(=O)Cc2ccc(NC(=O)C3CCN(C(=O)C4CCC4)CC3)cc2)cc1	-1	9	3
8	CCC(CC)NC(=O)CN1CCN(S(=O)(=O)c2ccc(Br)s2)CC1	15	3	0
9	COC(OC)C1Nc2ccccc2C(=O)N1c1ccc(F)cc1 (configuration not stated)	-1	2	4
10	CC(=O)c1cccc(NC(=O)C(C)OC(=O)/C=C/c2cccs2)c1 (configuration not stated)	2	7	3
11	O=Cc1ccc(O)c2ncccc12	10	29*	10
12	Cc1[nH]n(C(N)=S)c(=O)c1N=Nc1ccc2ccccc2c1	7	10	6
13	COc1ccc(-n2c(SCC(=O)Nc3nccs3)nnc2-c2ccc(Cl)cc2)cc1	1	3	-1
14	CCc1nnc(NC(=O)c2ccc(F)c(S(=O)(=O)N3CCCCC3)c2)s1	5	1	-4
15	Cc1ccc(C2C(C(=O)c3sc(-c4ccccc4)nc3C)=C(O)C(=O)N2CCN(C)C)o1 (configuration not stated)	0	-4	-2
16	OCC1OC2C(NC(=S)N2c2ccccc2)C(O)C1O (configuration not stated)	0	12	10
17	CCCCOc1ccc(Br)cc1CSC(=N)N	-3	10	-7
18	COc1cc(CC(CC(=O)c2ccc3c(c2)OCO3)C(=O)O)cc(OC)c1OC (configuration not stated)	3	-3	5
19	CN(CC(=O)NCCc1ccc(S(N)(=O)=O)cc1)CC(=O)Nc1cccc(F)c1	0	8	2
20	CC(=O)Nc1ccc(Nc2nc(-c3cc4ccccc4oc3=O)cs2)cc1	7	12	8
21	O=C(NN=Cc1cc(Cl)ccc1[N+](=O)[O-])c1ccco1	0	10	5
22	CCOc1ccc(NC(=O)CCN2C(=O)c3cccc([N+](=O)[O-])c3C2=O)cc1	1	0	-2
23	CCOc1cc(C)nc(N2CCC(C(=O)NCC3CCCO3)CC2)n1 (configuration not stated)	2	5	-7
24	Cc1ccccc1NC(=O)COC(=O)c1ccc(S(=O)(=O)N2CCCCCC2)cc1	0	4	-4
25	COC(=O)C1=NN(C(=O)c2ccc(Br)cc2)C(O)(C(C)(C)C)C1 (configuration not stated)	8	9	-1

# Overlap with the part before: four entries, then new ones.
No.	Compound	PAFAH1B2 inh	PAFAH1B3 inh	PAFAH2 inh
22	CCOc1ccc(NC(=O)CCN2C(=O)c3cccc([N+](=O)[O-])c3C2=O)cc1	1	0	-2
23	CCOc1cc(C)nc(N2CCC(C(=O)NCC3CCCO3)CC2)n1 (configuration not stated)	2	5	-7
24	Cc1ccccc1NC(=O)COC(=O)c1ccc(S(=O)(=O)N2CCCCCC2)cc1	0	4	-4
25	COC(=O)C1=NN(C(=O)c2ccc(Br)cc2)C(O)(C(C)(C)C)C1 (configuration not stated)	8	9	-1
26	O=C1NC2CCCCC2C(=O)N1OS(=O)(=O)c1ccccc1 (configuration not stated)	3	0	2
27	O=C(O)c1ccc(C(=O)c2cc([N+](=O)[O-])cc([N+](=O)[O-])c2)cc1	5	9	2
28	CCSc1nc2nccnc2c(=O)[nH]1	3	11	2
29	COc1cccc(C=NN2CCCCCC2)c1OC	5	7	-1
30	CC1=C(c2ccccc2)C(O)(c2ccccc2)C(C)C1=O (configuration not stated)	-1	7	-8
31	NC(=O)c1ncn([C@@H]2O[C@H](CN=C3NS(=O)(=O)c4ccccc43)[C@@H](O)[C@H]2O)n1	0	-3	-9
32	CCOc1ccc(C2/C(=C(/O)c3ccc4c(c3)CC(C)O4)C(=O)C(=O)N2CC2CCCO2)cc1 (configuration not stated)	-2	-2	0
33	Cc1ccc(NC(=O)c2ncn(CCCNCCCN(C)C)n2)cc1C	5	5	-3
34	CC(C(=O)Nc1ccccn1)(c1ccccc1)c1ccccc1	-2	0	-12
35	CN(CCNC(=O)C1CCC(=O)N(Cc2cccc(F)c2)C1)CCc1ccccc1 (configuration not stated)	2	-6	4
36	CCOc1ccc(NC(=O)N(O)C2(C#N)CCCCC2)cc1	5	8	4
37	Cc1cc(Br)ccc1NC(=O)CN(C)C(=O)C1CCN(C(=O)c2ccc(Cl)cc2)CC1	8	8	-2
38	Cc1ccc(NC(=O)CCC(=O)NNC(=O)COc2ccc([N+](=O)[O-])cc2)c(C)c1	-3	6	-3
39	COc1ccc(C(=O)O)cc1S(=O)(=O)N1CCSCC1	3	3	-3
40	Cc1sc2ccccc2c1CNC[C@H]1O[C@@H](n2cnc(C(N)=O)n2)[C@H](O)[C@@H]1O	9	10	-5
41	O=C1CN(C(=O)Cn2ncc(Cl)c(Cl)c2=O)c2ccccc2N1	0	12	8
42	O=C1C=CC(=O)N1c1ccc2c(c1)Cc1cc(F)ccc1-2	0	-3	-7
43	O=C(COc1ccccc1Cl)N1CCc2ccccc21	1	-1	1
44	COc1ccc(CN=C2NC(=O)CC(C(=O)Nc3ccc([N+](=O)[O-])cc3C)S2)cc1 (configuration not stated)	5	-3	0
45	CCN(C(=O)COC(=O)c1ccc2[nH]c(C)c(C)c2c1)c1c(N)n(Cc2ccccc2)c(=O)[nH]c1=O	2	-1	0
46	Cc1cc(C(=O)NC2CCCN(Cc3ccc(Cl)cc3)C2)n(C)n1 (configuration not stated)	1	1	4
47	Cc1cccc(C2NC(=O)c3ccccc3N2)c1 (configuration not stated)	3	11	-2
48	Cc1ccc(NC(=S)N2CCN(S(=O)(=O)c3ccc(C)cc3)CC2)cc1	5	7	-2
49	COc1ccc2c(c1)OC[C@H]1[C@H]2N2C(=O)CN(Cc3ccccc3)C(=O)[C@@]2(C)[C@H]1c1ccccc1	-5	0	0
50	Cc1ccc(CNC(=O)c2ccc(F)c(S(=O)(=O)N3CCOCC3)c2)cc1	5	5	-4
51	CC(=O)Nc1c(Cl)cc2c(c1Cl)C(=O)c1ccccc1-2	1	5	5
52	CC(=O)C1CCC2C3CC(O)C4=CC(=O)CCC4(C)C3C(=O)CC12C (configuration not stated)	2	2	-2
53	CN1CCC2CC1c1cc(-c3ccc(C(F)(F)F)cc3)ccc12 (configuration not stated)	-1	7	5
54	CCc1nnc(NC(=O)c2cc(S(=O)(=O)N3CCOCC3)ccc2N2CCCCC2)s1	1	8	-2
55	CC12CCC(O)CC1=CCC1C2CCC2(C)c3[nH]ncc3CC12 (configuration not stated)	5	11	3
56	CC(C)NC(=O)CSc1nc2ccccc2n1CC(=O)N(C(C)C)C(C)C	3	4	-2
57	O=C(O)CC(NC(=O)c1ccco1)c1ccco1 (configuration not stated)	0	4	2
58	Cc1ccc(N2C(=O)CC(Sc3ncccn3)C2=O)cc1C (configuration not stated)	1	9	0
59	CC(C)(C)c1ccc(C(=O)NCCC(=O)Nc2ccc(S(=O)(=O)Nc3nccs3)cc2)cc1	3	12	-5
60	O=C(O)c1ccc(/C=C/c2ccc3cccc(O)c3n2)cc1	17	15	8
61	O=S(=O)(c1ccccc1)N1CCN(c2nc(-c3cccnc3)nc3ccccc23)CC1	3	2	1
62	O=C(O)c1ccc(/C=N/N2CCN(c3ccccc3)CC2)cc1	-1	4	-3
63	ON=C1c2ccccc2-c2ccc(Br)cc21	-7	-2	-20
64	O=Cc1ccc(OCC(=O)N2CCc3ccccc32)c(Br)c1	2	0	9
65	CC(=O)Nc1ccc2c(c1)nc1n2CCN(C2CCCCC2)C1	3	5	2
66	CSc1ccc(C(=O)N2CCC(CCC(=O)NCc3ccc(F)cc3)CC2)cc1	8	6	3
67	NC(=S)NN=C1CCCCCCCC1	12	4	-7
68	CC1(C)SC2C(C(=O)O)N=C(Cc3ccccc3)N2C1C(=O)O (configuration not stated)	11	11	5
69	Cc1cn(C2CCCCC2)c(=O)[nH]c1=O	2	-1	-4
70	C=CC[C@H](CC(=O)N[C@H](CO)Cc1ccccc1)C(=O)N[C@H](COC(=O)[C@@H](CC=C)Cc1ccc(F)cc1)Cc1c[nH]c2ccccc12	-2	-1	11
71	COc1ccc(CCNC(=O)c2cc(S(=O)(=O)N3CCCCC3)ccc2Cl)cc1	9	16	-6
72	Cc1ccc(-c2nnc(Nc3ccc(O)cc3)c3ccccc23)cc1S(=O)(=O)NCCO	0	-1	4
73	CN(C(=O)c1cccc(NC(=O)Cc2ccc(NC(=O)C3CCN(C(=O)CCc4ccccc4)CC3)cc2)c1)C1CC1	7	5	-3
74	O=C(Cc1cccc(NC(=O)C2CCCN(C(=O)CCc3ccccc3)C2)c1)Nc1cccc(C(=O)N2CCCCC2)c1 (configuration not stated)	9	7	-2
75	CN(CCc1ccccc1)C(=O)c1ccc(NC(=O)Cc2ccc(NC(=O)C3CCN(C(=O)CCc4ccccc4)CC3)cc2)cc1	-2	-2	-6

# Four of the compounds above, as labelled records.
(56) CC(C)NC(=O)CSc1nc2ccccc2n1CC(=O)N(C(C)C)C(C)C
  PAFAH1B2 inh: 3; PAFAH1B3 inh: 4; PAFAH2 inh: -2
(57) O=C(O)CC(NC(=O)c1ccco1)c1ccco1 (configuration not stated)
  PAFAH1B2 inh: 0; PAFAH1B3 inh: 4; PAFAH2 inh: 2
(58) Cc1ccc(N2C(=O)CC(Sc3ncccn3)C2=O)cc1C (configuration not stated)
  PAFAH1B2 inh: 1; PAFAH1B3 inh: 9; PAFAH2 inh: 0
(59) CC(C)(C)c1ccc(C(=O)NCCC(=O)Nc2ccc(S(=O)(=O)Nc3nccs3)cc2)cc1
  PAFAH1B2 inh: 3; PAFAH1B3 inh: 12; PAFAH2 inh: -5

# Further records:
No.	Compound	PAFAH1B2 inh	PAFAH1B3 inh	PAFAH2 inh
76	CNC(=S)N1CCC(Cc2ccccc2)CC1	4	7	0
77	COc1cccc(NC(=O)CN(C)CC(=O)Nc2ccc(C)c(S(=O)(=O)N3CCOCC3)c2)c1	2	8	-2
78	COc1ccc(C(C(=O)NC2CCCCC2)N(Cc2ccco2)C(=O)c2snc(C(N)=O)c2N)cc1 (configuration not stated)	1	-3	-5
79	O=C(Nc1cc(-c2ccccc2)sc1C(=O)O)c1cccc(F)c1	16	0	-15
80	O=C(c1ccco1)N1CCN(c2ncnc3c2[nH]c2ccc(Br)cc23)CC1	2	4	3
81	CC12CC3CC(C)(C1)CC(C(=O)N1CCCC1)(C3)C2	14	4	4
82	CCCCn1cnc2c(SCc3cccc(F)c3)nc(N)nc21	-2	3	-2
83	CC[n+]1ccccc1/C=C/c1ccc(N(C)C)cc1	-7	-19	-12
84	COc1ccc(OC)c(CC(NC(C)=O)C(=O)NC2CCN(C(=O)c3cccc(C)c3)CC2)c1 (configuration not stated)	5	12	1
85	CCN1/C(=C\c2ccc3cc(C)ccc3[n+]2CC)Sc2cc(C)c(C)cc21	-81	-2	-8
86	O=C(O)c1cc(=S)nc[nH]1	-1	4	0
87	COc1cc2oc(-c3ccc(O)cc3)cc(=O)c2c(OC)c1O	0	10	6
88	Cc1ccc2nc(-c3ccc(NC(=S)NCC(C)(C)CN(C)C)cc3)sc2c1	3	1	1
89	COc1ccc(C(=O)C2CCCN(C(=O)c3cccc(N4CCCC4=O)c3)C2)cc1OC (configuration not stated)	2	6	-2
90	CN(C(=O)c1cccc(NC(=O)Cc2ccc(NC(=O)C3CCCN(C(=O)C4CC4)C3)cc2)c1)C1CCC1 (configuration not stated)	5	6	3
91	CN1N=C(C(=O)N=c2sc3ccccc3n2C)CCC1=O	-1	7	-5
92	CCOC(=O)c1ccccc1NC(=O)C1CC(=O)N(C2CCCC2)C1 (configuration not stated)	2	4	-2
93	NS(=O)(=O)c1ccc(NC(=O)N[C@@H](Cc2ccccc2)C(=O)O)cc1	5	0	-3
94	CC(c1ccccc1)N1C(=O)c2ccc(C(=O)NCc3ccco3)cc2C1=O (configuration not stated)	4	11	7
95	NS(=O)(=O)c1ccc(CCNC(=O)Cc2ccccc2[N+](=O)[O-])cc1	1	0	5
96	COC(=O)CSc1nc(SC)nc2c1sc1nc(-c3ccco3)c3c(c12)CC(C)(C)OC3	-6	2	-7
97	O=C(CN(C1CCCCC1)S(=O)(=O)c1ccccc1)NCC1CCCO1 (configuration not stated)	1	-1	6
98	O=c1c(Cl)c(Cl)cnn1Cc1nnc(-c2ccccc2Br)o1	-2	-1	11

# An excerpt from above with just PAFAH1B3 inh and PAFAH1B2 inh:
no.	Compound	PAFAH1B3 inh	PAFAH1B2 inh
94	CC(c1ccccc1)N1C(=O)c2ccc(C(=O)NCc3ccco3)cc2C1=O (configuration not stated)	11	4
95	NS(=O)(=O)c1ccc(CCNC(=O)Cc2ccccc2[N+](=O)[O-])cc1	0	1

# Only part of the results is shown; count on the stated rates, not on these rows.
